Source: PubChem
KB-3-1 tox: KB-3-1 parental cell cytotoxicity; KB-3-1 viability, CellTiter-Glo ATP luminescence, 72 h; AID 1347075; 400,000 compounds, 1.4% hits; Potency, µM (series often up to 46.1 µM), without a hit: at the top dose activity change, negative = cytotoxic, hits mostly cytotoxic; further: potency means the concentration at half of the fitted maximal effect; on the % scale 0 is the no-effect control and ±100 the full control effect; nearly all actives have a fitted effect of over 60% in size
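Cytotoxicity in the drug-sensitive parental line KB-3-1 was scored as loss of CellTiter-Glo luminescence following 72 h incubation with compound. Values come from curve fitting of normalized concentration-response data.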
IL1B secr inh: inhibitors of inflammasome signaling (IL-1 beta secretion) | AID 743279 | 360,000 compounds, 4.7% hits | activity change, % at 57.5 µM | THP-1 LPS/ATP IL-1B secretion, AlphaLISA, 16 h; hits give low values; in the data active means activity change below about -50%; inconclusive means mostly about -30% to -49%; further: on the % scale 0 is the no-effect control and ±100 the full control effect
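THP-1 cells pretreated 1 hr with compounds (up to 57.5 uM final), then stimulated with LPS (250 ng/mL final) plus ATP (1.25 mM final); secreted IL-1B measured by AlphaLISA after 16 hr, decreased signal indicating inhibition.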
KB-V1 MDR tox: KB-V1 MDR subline cytotoxicity; KB-V1 MDR cells viability, CellTiter-Glo, 72 h; Potency, µM (series often up to 46.1 µM), without a hit: top-dose activity change, negative = cytotoxicity, actives largely listed as cytotoxic; 400,000 compounds, 3.4% hits; AID 1347076; further: potency means the concentration at half of the fitted maximal effect; on the % scale 0 is the no-effect control and ±100 the full control effect; nearly all actives have a fitted effect of over 60% in size
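Cells of the MDR subline KB-V1 are plated, dosed with compound at multiple concentrations, and incubated 72 h at 37 degrees C; CellTiter-Glo is then added and luminescence read after 10 min.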
MCF10A rereplic: inducers of DNA re-replication in MCF 10A breast cells; MCF 10A DNA re-replication, Hoechst nuclear intensity, 48 h; 350,000 compounds, 2.9% hits; Potency, µM (titrated, usually from 46.1 µM), for inactives: at the highest dose activity, positive = re-replication, usual class: activators; further: potency means the concentration at half of the fitted maximal effect; % of control where 0% means no effect; nearly all actives have a fitted effect of over 50% in size
WRN helicase inh: inhibitors of human WRN helicase | Q14191 | WRN helicase unwinding, fluorescent forked duplex, kinetic | Potency, µM (doses to about 114 µM), without a hit: at the highest dose activity change, negative = inhibition, usual class: inhibitors | 360,000 compounds, 0.46% hits | AID 651768; further: potency means the concentration at half of the fitted maximal effect; on the % scale 0 is the no-effect control and ±100 the full control effect; nearly all actives have a fitted effect of over 55% in size
Target sequence (Q14191 whole entry, looked up): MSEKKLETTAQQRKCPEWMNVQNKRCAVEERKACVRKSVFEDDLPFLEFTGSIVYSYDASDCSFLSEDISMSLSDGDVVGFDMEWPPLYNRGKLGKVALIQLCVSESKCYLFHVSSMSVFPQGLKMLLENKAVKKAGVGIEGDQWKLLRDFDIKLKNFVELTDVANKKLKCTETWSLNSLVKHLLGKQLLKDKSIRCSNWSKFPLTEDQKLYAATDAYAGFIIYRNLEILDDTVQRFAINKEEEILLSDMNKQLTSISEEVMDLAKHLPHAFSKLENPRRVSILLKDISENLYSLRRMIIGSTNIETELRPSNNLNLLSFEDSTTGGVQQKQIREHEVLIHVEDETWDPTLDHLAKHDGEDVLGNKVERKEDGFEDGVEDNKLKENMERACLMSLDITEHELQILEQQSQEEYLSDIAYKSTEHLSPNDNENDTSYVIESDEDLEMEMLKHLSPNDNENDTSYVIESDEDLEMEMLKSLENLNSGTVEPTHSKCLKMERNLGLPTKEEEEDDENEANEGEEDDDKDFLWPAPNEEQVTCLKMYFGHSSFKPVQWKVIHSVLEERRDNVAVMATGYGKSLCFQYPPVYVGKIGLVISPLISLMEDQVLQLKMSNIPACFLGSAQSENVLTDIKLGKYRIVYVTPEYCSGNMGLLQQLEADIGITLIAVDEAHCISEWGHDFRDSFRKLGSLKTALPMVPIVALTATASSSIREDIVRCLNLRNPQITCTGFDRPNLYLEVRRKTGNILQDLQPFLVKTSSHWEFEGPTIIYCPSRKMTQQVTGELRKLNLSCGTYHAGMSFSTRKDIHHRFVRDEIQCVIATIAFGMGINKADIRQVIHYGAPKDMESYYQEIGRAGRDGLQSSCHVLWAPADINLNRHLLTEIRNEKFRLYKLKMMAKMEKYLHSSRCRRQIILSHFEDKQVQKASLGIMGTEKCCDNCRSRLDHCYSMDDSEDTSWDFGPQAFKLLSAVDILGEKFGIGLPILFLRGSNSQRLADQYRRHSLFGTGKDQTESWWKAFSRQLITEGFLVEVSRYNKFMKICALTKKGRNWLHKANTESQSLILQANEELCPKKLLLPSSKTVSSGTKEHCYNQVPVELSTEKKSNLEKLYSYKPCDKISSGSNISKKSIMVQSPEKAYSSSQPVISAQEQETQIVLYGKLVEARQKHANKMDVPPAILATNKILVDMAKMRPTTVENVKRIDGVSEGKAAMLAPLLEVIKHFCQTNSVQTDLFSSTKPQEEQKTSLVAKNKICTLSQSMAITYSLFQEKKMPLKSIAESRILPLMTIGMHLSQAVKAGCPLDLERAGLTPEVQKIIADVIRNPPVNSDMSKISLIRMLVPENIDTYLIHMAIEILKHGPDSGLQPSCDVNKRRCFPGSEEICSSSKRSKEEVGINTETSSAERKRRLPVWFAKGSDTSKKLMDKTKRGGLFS
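Kinetic red-fluorescence monitoring (525/598 nm) tracks WRN helicase activity after 100 nM fluorophore-quencher forked duplex and 2 mM ATP are added to 20 nM enzyme pretreated 15 min at room temperature with compound.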
SW480 rerep: induces DNA re-replication in SW480 colon adenocarcinoma cells; SW480 DNA re-replication, Hoechst DNA content imaging, 48 h; Potency, µM (series often up to 46.1 µM), for the others: at the highest dose re-replication activation, actives largely listed as activators; 340,000 compounds, 1.8% hits; AID 624297; further: potency means the concentration at half of the fitted maximal effect; % of control where 0% means no effect; nearly all actives have a fitted effect of over 55% in size
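Readout is total intensity of Hoechst-stained nuclei, excited at 405 nm and collected at 500-530 nm. Compound treatment lasted 48 hr at 37 C in 5% CO2 before staining.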
HT1080 IDH1KD tx: kills HT-1080 cells with IDH1 knockdown; Potency, µM (titrated, usually from 46.1 µM), inactives show at the highest dose activity, negative = toxicity, actives largely listed as cytotoxic; 360,000 compounds, 2% hits; AID 686971; HT-1080 IDH1 knockdown viability, ATP luminescence, 48 h;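 further: potency means the concentration at half of the fitted maximal effect; 0% = DMSO wells and -100% = cell-free medium wells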
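Cytotoxicity counter-line: IDH1KD HT-1080, 48 h, CellTiter-Glo. Curves classed by r2, magnitude and activity.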
HT1080NT lethal: kills 2HG-producing HT-1080-NT fibrosarcoma cells; AID 686970; 360,000 compounds, 1.6% hits; Potency, µM (titrated, usually from 46.1 µM), inactives show at the top dose activity, negative = less viability, most hits filed as cytotoxic; HT-1080-NT fibrosarcoma viability, CellTiter-Glo ATP luminescence, 48 h;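 further: NT is the 2HG producing partner of a matched IDH1 knockdown line; potency means the concentration at half of the fitted maximal effect; 0% = DMSO-treated cells and -100% = media-only wells without cells; nearly all actives have a fitted effect of over 55% in size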
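HT-1080-NT; 750 cells/well; 5% FBS RPMI; 48 h compound, 37 degrees C; CellTiter-Glo luminescence; curve fitting and curve-class assignment.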
ATXN2 expr inh: reduces ATXN2 reporter expression in HEK-293 cells. HEK-293 ATXN2-luciferase reporter, luminescence, 24 h. Potency, µM (top dose mostly 57 µM), inactives show at the top dose activity change, negative = inhibition, usual class: inhibitors. 360,000 compounds, 0.72% hits; further: potency means the concentration at half of the fitted maximal effect; on the % scale 0 is the no-effect control and ±100 the full control effect; nearly all actives have a fitted effect of over 55% in size
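qHTS (up to 57 uM final) was run with 24 h compound exposure of reporter cells at 37 °C. Each well was multiplexed: SteadyGlo luminescence measured ATXN2-luciferase expression after a fluorogenic Gly-Phe-AFC viability readout (25 uM final).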
* = called active by the depositor; u = inconclusive; x = not tested or not shown; & = joins results of further samples; [ ] = another dose, or the depositor's remark. Unless noted, the call rests on the fitted dose curve; in most records, active means well fitted curve in the direction sought with a large enough effect; inconclusive means small, poorly fitted or top-dose-only effect, or another doubt; inactive means no such curve, though single readings can be large; an effect the other way counts as inactive or inconclusive.

Key to letters – A = KB-3-1 tox; B = IL1B secr inh; C = KB-V1 MDR tox; D = MCF10A rereplic; E = WRN helicase inh; F = SW480 rerep; G = HT1080 IDH1KD tx; H = HT1080NT lethal; I = ATXN2 expr inh
SMILES: CCCCN(C)C(=O)C1CCN(c2ccc(S(=O)(=O)N3CCOCC3)cc2[N+](=O)[O-])CC1
  A = -5% | B = -1 | C = u | D = 5% | E = 16% | F = -3% | G = 0% | H = -17% | I = -11%

SMILES: COc1cc(CN2CCC(n3nccc3NC(=O)CCCc3ccccc3)CC2)ccc1F
  A = 2% | B = -16 | C = 0% | D = 0% | E = -3% | F = -1% | G = 0% | H = -1% | I = x

SMILES: COc1cc(CNC(=O)C2CCCN2S(=O)(=O)c2ccccc2)cc(OC)c1OC (stereo unspecified)
  A = -22% | B = 17 | C = -1% | D = -4% | E = 9% | F = -29% | G = 3% | H = -6% | I = -9%

SMILES: CCOC(=O)N1CCC(NC(=O)C2CCN(C(=O)c3cc4sccc4n3CC)CC2)CC1
  A = -3% | B = 6 | C = -4% | D = x | E = -3% | F = x | G = -1% | H = 6% | I = -35%

SMILES: O=C(O)[C@H](Cc1ccccc1)NC(=O)N1CCOCC1
  A = -1% | B = 2 | C = 9% | D = -3% | E = 5% | F = -6% | G = 13% | H = 15% | I = 4%

SMILES: O=S(=O)(c1ccc(OCC(O)CN2CCN(c3ccccc3Cl)CC2)cc1)N1CCOCC1 (stereo unspecified)
  A = -19% | B = -5 | C = u | D = 5% | E = -11%[57.1 µM] | F = u | G = -4%[9.24 µM] | H = u | I = -10%

SMILES: CCOn1c(=O)c(-c2cccc3ccccc23)[n+]([O-])c2ccccc21
  A = -7% | B = -13 | C = -14% | D = -1% | E = 6%[57.1 µM] | F = -2% | G = 18% | H = -9% | I = u

SMILES: Cc1cccc(CCNS(=O)(=O)c2ccc3c(c2)n(C)c(=O)c(=O)n3C)c1
  A = -5% | B = 12 | C = 0% | D = 2% | E = 3% | F = 2% | G = 5% | H = 7% | I = 0%

SMILES: COc1cccc(NC(=O)N2CCCC2C(=O)NC2CCCC2)c1 (stereo unspecified)
  A = -5% | B = 6 | C = -8% | D = 19% | E = 8% | F = -5% | G = 19% | H = -3% | I = 2%

SMILES: N/C(=N\OC(=O)c1ccc(Br)cc1)c1ccncc1
  A = 10% | B = -2 | C = -3% | D = -4% | E = 0% | F = -7% | G = 28% | H = 28% | I = 49%[activator]

SMILES: Cc1ccccc1-n1c(SCC(=O)NCc2cccs2)nc2ccccc2c1=O
  A = -6% | B = -10 | C = 5.8µM* | D = 3% | E = -7% | F = 10% | G = -2% | H = 1% | I = 2%

SMILES: NC(Cc1ccc(C(F)(F)F)cc1)c1csc(NC(=O)Nc2ccccc2)n1 (stereo unspecified)
  A = -6% | B = 0 | C = 6% | D = x | E = -9% | F = x | G = 16µM* | H = u | I = u

SMILES: CCOC(=O)C(C#N)=C1CCN(Cc2ccccc2)CC1
  A = 2% | B = -19 | C = 0% | D = 2% | E = 4% | F = -5% | G = -2% | H = -1% | I = x

SMILES: O=C1NC(Nc2nccs2)(C(F)(F)F)C(=O)N1CCc1ccccc1 (stereo unspecified)
  A = -12% | B = -9 | C = -4% | D = 0% | E = -8% | F = -2% | G = -3% | H = 0% | I = -4%

SMILES: CCN(CC(=O)Nc1cccc(OC)c1)C(=O)C1CC(=O)N(Cc2ccccc2Cl)C1 (stereo unspecified)
  A = -11% | B = -19 | C = -12% | D = x | E = 3% | F = x | G = -7% | H = -5% | I = x

SMILES: Cc1ccc(S(=O)(=O)c2cn(C)c3cc(N4CCN(C)CC4)c(F)cc3c2=O)cc1
  A = -6%&-2% | B = -97* | C = 24%&3% | D = u | E = -1% | F = u | G = 3% | H = -1% | I = -7%

SMILES: C[C@@H]1O[C@H](C2CCCC2)Cc2[nH]c(=S)[nH]c(=O)c21
  A = 16µM* | B = 38 | C = u | D = x | E = 1% | F = x | G = 0% | H = -1% | I = 8%

SMILES: Cc1c(C(=O)N(Cc2nccn2C)C(C)C)oc2c(F)cccc12
  A = -2% | B = 42 | C = -8% | D = 5% | E = 7% | F = 0% | G = -4% | H = -3% | I = 0%

SMILES: CN(C)c1ccc(C(=O)Nc2cccc(S(=O)(=O)NC3=NCCCCC3)c2)cc1
  A = -5% | B = -14 | C = -8% | D = 18% | E = -6% | F = -3% | G = 0% | H = -3% | I = x

SMILES: COC(=O)c1ccc(CSc2ccc3nnc(-c4ccccn4)n3n2)o1
  A = 3% | B = 10 | C = -6% | D = 9% | E = 2% | F = -15% | G = 1% | H = 14% | I = 1%

SMILES: CN(C(=O)c1cccc(NC(=O)Cc2ccc([N+](=O)[O-])cc2)c1)C1CC1
  A = 1% | B = 13 | C = -2% | D = -5% | E = 6% | F = 3% | G = 1% | H = 0% | I = 2%

SMILES: CCCOC1CCCN(C(=O)CCCn2nnnc2CN2CCOCC2)C1 (stereo unspecified)
  A = -4% | B = 13 | C = -15% | D = 0% | E = -4% | F = -10% | G = 13% | H = 3% | I = 3%

SMILES: CCN(CC)C(=O)CSc1nnc([C@@H](N)Cc2ccccc2)o1
  A = -3% | B = 0 | C = -31% | D = -9% | E = 1% | F = -7% | G = -1% | H = -3% | I = -5%

SMILES: O=C(Nc1ccc(S(=O)(=O)Nc2ccccc2)cc1)c1ccc(CN2CCOCC2)cc1
  A = u | B = u | C = -15% | D = 23% | E = -7% | F = -7% | G = x | H = x | I = u

SMILES: CC/C(C)=C1\SC(N2CCN(c3cccc(C(F)(F)F)c3)CC2)=NC1=O
  A = 0% | B = -17 | C = 16% | D = -2% | E = 4% | F = -20% | G = 5% | H = 3% | I = x

SMILES: CCOC(=O)CS(=O)(=O)c1ccc(O)cc1
  A = 8% | B = -92* | C = 24% | D = 2% | E = 6% | F = -35%[inhibitor] | G = 4% | H = 0% | I = -7%

SMILES: CC(Sc1nc(-c2ccccc2)c(-c2ccccc2)[nH]1)C(=O)NCC1CCCO1 (stereo unspecified)
  A = -3% | B = 6 | C = u | D = x | E = 21% | F = x | G = -2% | H = -10% | I = x

SMILES: O=C(O)Cn1nnnc1SCC(=O)Nc1ccc(F)cc1F
  A = 13% | B = 17 | C = u | D = 0% | E = 7% | F = -1% | G = 15% | H = 9% | I = 0%

SMILES: NC(=O)c1ccc(-n2nnnc2SCC(=O)NC2CCCCC2)cc1
  A = 8% | B = -7 | C = 0% | D = 5% | E = -3% | F = 7% | G = 16% | H = 0% | I = 0%

SMILES: C/C(=N\NC(=S)NC(C)C)c1ccco1
  A = 2% | B = -14 | C = -7% | D = 11% | E = 20% | F = 0% | G = 14% | H = 0% | I = -2%

SMILES: CCc1nnc(NC(=O)CSc2nc3c(C)cccc3[nH]2)s1
  A = 8% | B = 35 | C = 14% | D = -1% | E = -6% | F = -7% | G = -15% | H = 0% | I = -15%

SMILES: CCN(CC)CC(=O)Nc1scc2c1c(=O)oc1ccccc12
  A = 12% | B = -6 | C = -10% | D = -19% | E = -25% | F = -3% | G = 20% | H = 14% | I = 64%[activator]

SMILES: CC(C)(C)Nc1nc(-c2ccc3c(c2)CCN3C(=O)C2CC2)cs1
  A = -24% | B = -7 | C = u | D = 24% | E = 8% | F = u | G = -3% | H = -6% | I = 93%[activator]

SMILES: COc1cccc(-c2nc(Cl)nc3cc(Cl)ccc23)c1
  A = -3% | B = 27 | C = -18% | D = x | E = 2% | F = x | G = 17% | H = 1% | I = -6%

SMILES: COc1ccc(CNC(=O)CN2CCC(NC(=O)c3ccc(OC)cc3)CC2)cc1
  A = -1% | B = -6 | C = -25% | D = -4% | E = -10% | F = -1% | G = -2% | H = -5% | I = 13%

SMILES: CCOc1ccc2nc(N3CCC(C(=O)N4CCN(c5ccccn5)CC4)CC3)sc2c1
  A = u | B = -7 | C = -12% | D = -6% | E = -3% | F = -2% | G = -15% | H = -17% | I = u

SMILES: O=C(Nc1ccc([N+](=O)[O-])cc1)OC1CCS(=O)(=O)C1 (stereo unspecified)
  A = 23% | B = 35 | C = 1% | D = x | E = 3% | F = x | G = 5% | H = 8% | I = -5%

SMILES: CCCCN(CCCC)c1nc(OC)nc(-n2nnc(C(C)=O)c2C)n1
  A = 0% | B = -1 | C = -16% | D = u | E = -15% | F = -3% | G = -12% | H = 0% | I = 22%

SMILES: O=C(COC(=O)c1cc(Cl)ccc1O)NNC(=O)c1ccc([N+](=O)[O-])cc1
  A = 0% | B = 7 | C = u | D = -1% | E = -20% | F = -1% | G = -2% | H = -14% | I = 4%

SMILES: O=C(O)/C=C\C(=O)Nc1ccccc1F
  A = -1% | B = 3 | C = -3% | D = 4% | E = -3% | F = 2% | G = 0% | H = -4% | I = 4%

SMILES: COc1cccc(NC(=O)Nc2nnc(COCCO)s2)c1
  A = 0% | B = -13 | C = -2% | D = x | E = -1% | F = x | G = 6% | H = 20% | I = 24%

SMILES: CCOc1ccccc1NC(=O)CN(c1ccc(Cl)cc1)S(C)(=O)=O
  A = -3% | B = -11 | C = -13% | D = x | E = 0% | F = x | G = -19% | H = 0% | I = 1%

SMILES: Cn1c(=O)c2cc(S(=O)(=O)Nc3cccc(F)c3)ccc2n(C)c1=O
  A = -4% | B = u | C = 11% | D = 4% | E = -25% | F = 12% | G = -14% | H = 0% | I = -21%

Some of the entries so far, with two lines to a compound:
Values run as follows: KB-3-1 tox | IL1B secr inh | KB-V1 MDR tox | MCF10A rereplic | WRN helicase inh | SW480 rerep | HT1080 IDH1KD tx | HT1080NT lethal | ATXN2 expr inh
- CCOc1ccccc1NC(=O)CN(c1ccc(Cl)cc1)S(C)(=O)=O
  -3% | -11 | -13% | x | 0% | x | -19% | 0% | 1%
- CCCCN(CCCC)c1nc(OC)nc(-n2nnc(C(C)=O)c2C)n1
  0% | -1 | -16% | u | -15% | -3% | -12% | 0% | 22%
